# Screening results: PubChem BioAssay, several laboratories
# RTF Ca sens act: cardiac RTF calcium sensitization | AID 493008 | activation, % at 7.2 µM | 340,000 compounds, 0.24% hits | IANBD-labeled TnC RTF fluorescence at EC20 calcium; 0% EC20 calcium, 100% full calcium | P19429+P45379;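 active = activation above the mean over all tested compounds plus 3 SD, cut at about 30% in these data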;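 note: rise in fluorescence read as greater calcium sensitivity of cardiac thin filaments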
# MOR-DOR ag: OPRM1-OPRD1 heterodimerization agonism. 340,000 compounds, 0.3% hits. cells, luminescence. P35372+P41143. activation, % at 9.3 µM; in the data active = activation above about 18%;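 note: 0% = vehicle-treated cells and 100% = reference agonist; values of inactives mirror those of a sister screen read the other way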
# MOR-DOR inv ag: inverse agonists of human mu-delta opioid receptor heterodimerization; P35372+P41143; cell-based MOR-DOR heterodimer luminescence, inverse agonism; inhibition, % at 9.3 µM; 340,000 compounds, 0.21% hits; in the data active = inhibition above about 22%, passing the limit was not always enough;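 note: 0% = cells with DMSO and 100% = wells without cells with DMSO; values of inactives mirror those of a sister screen read the other way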
# RTF Ca sens inh: cardiac RTF calcium desensitization | 340,000 compounds, 0.12% hits | inhibition, % at 7.15 µM | IANBD-labeled cardiac RTF, Ca2+ fluorescence | P19429+P45379;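 active = inhibition above the mean inhibition of all tested compounds plus 3 SD, cut at about 17% in these data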;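 note: assay run at fixed EC70 calcium of 1.6 mM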
# V-ATPase pH: alters yeast V-ATPase proton transport. response, % at 10 µM. 350,000 compounds, 0.37% hits. S. cerevisiae, pHLuorin cytosolic pH fluorescence; in the data active = response mostly above about 7.3%, no sharp cut-off; inactive = mostly below about 5.4%; note: actives read high; inactives centre near 0; some compounds called inactive have numbers as strong as hits; reference of the scale not given here
# LANA DNA inh: KSHV C-LANA DNA binding inhibition | MBP-C-LANA/FAM-LBS DNA binding, fluorescence polarization | inhibition, % at 9 µM | 340,000 compounds, 0.078% hits;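 active = highest replicate inhibition at or above 60% at 9 µM, even if other replicates fall short; inactive = all replicates below 60% inhibition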;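 note: 0% = neutral control wells and 100% = 4 µM acridine orange control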
# CAL PDZ FP: inhibitors of human CAL PDZ peptide binding; 300,000 compounds, 0.92% hits; inhibition, % at 24.9 µM; Q9HD26; purified CAL PDZ, TMR-peptide fluorescence polarization, 1 h; AID 602252;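 active = mean inhibition of at least 30% with at least half of replicates also reaching 30%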;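 note: 0% = DMSO neutral control and 100% = excess unlabeled competitor peptide PRC23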
# HTR5A ag ctr: HTR5A agonism, opioid heterodimer counter-screen | P47898 | HTR5A agonist assay, luminescence, cell-based | activation, % at 9.3 µM | 340,000 compounds, 0.61% hits; in the data active = activation mostly above about 9.5%, no sharp cut-off; inactive = mostly below about 7.6%;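 note: 0% = cells with vehicle only and 100% = reference agonist; strong numbers were not always called active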
# Target sequence (P47898 whole entry, looked up): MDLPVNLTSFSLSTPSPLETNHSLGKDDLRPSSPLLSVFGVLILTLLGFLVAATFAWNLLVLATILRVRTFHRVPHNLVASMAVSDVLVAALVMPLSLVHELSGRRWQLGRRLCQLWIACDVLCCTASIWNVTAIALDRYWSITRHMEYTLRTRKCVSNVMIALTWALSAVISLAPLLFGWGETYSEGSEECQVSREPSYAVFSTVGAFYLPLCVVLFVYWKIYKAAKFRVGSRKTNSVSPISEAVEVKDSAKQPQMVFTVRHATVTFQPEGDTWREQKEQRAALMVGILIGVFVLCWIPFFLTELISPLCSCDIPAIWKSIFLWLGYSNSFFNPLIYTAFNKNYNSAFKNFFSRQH
# HTR5A inv ag: inverse agonist of human HTR5A in OPRM1-OPRD1 counter-screen. inhibition, % at 9.3 µM. 340,000 compounds, 0.083% hits. P47898. AID 504634. HTR5A cell line, luminescence, inverse agonism; in the data active = inhibition mostly above about 23%, no sharp cut-off; inactive = mostly below about 18%;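 note: 0% = cells with DMSO and 100% = no-cell wells with DMSO; some compounds called inactive have numbers as strong as hits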
# Keap1-Nrf2 PPI: Keap1-Nrf2 (human) interaction inhibition; inhibition, % at 9.4 µM; Keap1 Kelch-Nrf2 peptide fluorescence polarization, 1536-well; 340,000 compounds, 0.15% hits; Q14145; in the data active = inhibition above about 12%;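 note: human Keap1 Kelch domain with fluorescein labeled Nrf2 9mer peptide probe; 0% = neutral control wells and 100% = peptide positive control; higher means more block of Keap1 binding to Nrf2 peptide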
# Target sequence (Q14145 whole entry, looked up, the tested form may be a part): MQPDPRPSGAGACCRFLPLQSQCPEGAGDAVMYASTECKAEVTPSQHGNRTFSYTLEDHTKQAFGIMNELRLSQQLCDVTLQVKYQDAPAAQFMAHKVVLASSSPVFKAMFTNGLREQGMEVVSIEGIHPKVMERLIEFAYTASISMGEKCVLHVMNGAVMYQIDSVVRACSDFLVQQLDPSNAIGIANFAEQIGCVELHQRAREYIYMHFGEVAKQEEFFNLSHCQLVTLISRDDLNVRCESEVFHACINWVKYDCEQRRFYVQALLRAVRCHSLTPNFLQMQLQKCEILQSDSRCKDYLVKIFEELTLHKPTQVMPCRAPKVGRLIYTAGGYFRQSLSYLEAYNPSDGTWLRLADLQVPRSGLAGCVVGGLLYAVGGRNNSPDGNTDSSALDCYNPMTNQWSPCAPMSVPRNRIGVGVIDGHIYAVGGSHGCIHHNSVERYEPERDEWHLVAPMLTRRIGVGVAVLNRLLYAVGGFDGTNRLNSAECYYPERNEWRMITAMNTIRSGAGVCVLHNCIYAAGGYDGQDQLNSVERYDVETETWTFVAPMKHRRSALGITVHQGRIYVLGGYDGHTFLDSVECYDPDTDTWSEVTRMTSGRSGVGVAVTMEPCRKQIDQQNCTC
# The depositor's hits bear a star; x = no result given. Compounds were not picked by outcome; about 2.8% have a hit in one of these screens.
# Start of the data: the first eight records, to show the layout:
SMILES,RTF Ca sens act,MOR-DOR ag,MOR-DOR inv ag,RTF Ca sens inh,V-ATPase pH,LANA DNA inh,CAL PDZ FP,HTR5A ag ctr,HTR5A inv ag,Keap1-Nrf2 PPI
CCOC(=O)c1c(C)c(C(=O)N2CCCCCC2)c(C)n1CC,-6,-2.7,15,-2,-3,1.7,-2,-2,-26,-3
COc1cc(/C=N/NC(=O)c2cccc([N+](=O)[O-])c2)ccc1OC(=O)c1ccco1,-4,1.4,-8,5,-2,2.1,0,0,0,-3
O=C1C(c2ccc(F)cc2)N(Cc2ccc3c(c2)OCO3)C(=O)CN1C1CCCCC1 (stereo not drawn),-4,-2.1,12,0,3,-0.3,0,-4,3,1
O=C(COC(=O)c1ccc(Cl)cc1[N+](=O)[O-])NNC(=O)c1cccs1,12,7.4,-41,-11,8,-0.1,1,-2,5,-7
Cc1ccc(C)c(NC(=O)Nc2ccc3c(c2)OCO3)c1,-6,-4.2,23,0,0,1.9,-4,5,4,0
O=C(Nc1ccc(Cl)cc1)c1nc[nH]c1C(=O)NCCCCNC(=O)c1[nH]cnc1C(=O)Nc1ccc(Cl)cc1,-6,-0.8,5,-10,-1,1.0,-2,5,-1,-1
O=C(CSc1ncn[nH]1)Nc1ccc([N+](=O)[O-])cc1Br,-1,2.8,-20,0,x,-1.2,-2,-1,12,-9
CN(C)c1ccc(C(=S)N2CCN(C(=S)Nc3ccccc3)CC2)cc1,3,-1.2,6,-7,-1,-0.9,-4,-3,16,-4

# This part in full, from the first entry:
SMILES,RTF Ca sens act,MOR-DOR ag,MOR-DOR inv ag,RTF Ca sens inh,V-ATPase pH,LANA DNA inh,CAL PDZ FP,HTR5A ag ctr,HTR5A inv ag,Keap1-Nrf2 PPI
CCOC(=O)c1c(C)c(C(=O)N2CCCCCC2)c(C)n1CC,-6,-2.7,15,-2,-3,1.7,-2,-2,-26,-3
COc1cc(/C=N/NC(=O)c2cccc([N+](=O)[O-])c2)ccc1OC(=O)c1ccco1,-4,1.4,-8,5,-2,2.1,0,0,0,-3
O=C1C(c2ccc(F)cc2)N(Cc2ccc3c(c2)OCO3)C(=O)CN1C1CCCCC1 (stereo not drawn),-4,-2.1,12,0,3,-0.3,0,-4,3,1
O=C(COC(=O)c1ccc(Cl)cc1[N+](=O)[O-])NNC(=O)c1cccs1,12,7.4,-41,-11,8,-0.1,1,-2,5,-7
Cc1ccc(C)c(NC(=O)Nc2ccc3c(c2)OCO3)c1,-6,-4.2,23,0,0,1.9,-4,5,4,0
O=C(Nc1ccc(Cl)cc1)c1nc[nH]c1C(=O)NCCCCNC(=O)c1[nH]cnc1C(=O)Nc1ccc(Cl)cc1,-6,-0.8,5,-10,-1,1.0,-2,5,-1,-1
O=C(CSc1ncn[nH]1)Nc1ccc([N+](=O)[O-])cc1Br,-1,2.8,-20,0,x,-1.2,-2,-1,12,-9
CN(C)c1ccc(C(=S)N2CCN(C(=S)Nc3ccccc3)CC2)cc1,3,-1.2,6,-7,-1,-0.9,-4,-3,16,-4
N#CCSc1ccccc1NC(=O)CN1C(=O)C(=O)N(Cc2ccccc2)C1=O,2,-0.9,4,-7,1,-0.4,-1,-2,9,-1
COC(=O)CN(c1ccccc1)S(=O)(=O)c1cc(Br)ccc1OC,1,-1.0,5,-6,2,-0.1,x,2,-23,0
CCC(C)Sc1nnc(CNS(=O)(=O)c2ccc(F)cc2)n1C (stereo not drawn),1,-2.4,13,-4,1,-0.7,-2,-1,8,-5
Cc1ccc(S(=O)(=O)n2nc(OC(=O)c3ccco3)cc2N)cc1,11,-3.1,17,-13,-2,-1.1,-1,4,-22,-3
Cn1c(NC(=O)c2ccco2)c(-c2ccccc2)c(=O)c2ccccc21,4,-1.5,8,-3,0,-1.7,0,-1,-20,-3
Cc1nc2ccn(Cc3ccccc3)c(=O)c2cc1C(=O)N1CCN(c2ccc(F)cc2)CC1,-9,-2.3,12,-1,5,1.4,2,-2,7,-3
O=C(CSc1nc2ccccc2c(=O)n1CC1CCCO1)Nc1ccccc1Cl (stereo not drawn),-4,-0.3,2,-4,3,-0.4,8,6,-16,0
O=C(c1ccc(Cl)cc1)c1cnc(Nc2ccccc2Cl)s1,-2,1.1,-5,-3,-1,0.1,-4,2,-5,-1
S=C(NCc1ccco1)N1CCN(c2nc(-c3ccc(Cl)cc3)cs2)CC1,1,0.4,-2,-3,-1,1.8,1,4,8,-2
Cc1nnc(SC(C)C(=O)Nc2c(C)n(C)n(-c3ccccc3)c2=O)n1N (stereo not drawn),0,-1.3,6,13,0,0.1,-1,3,-9,0
COC(=O)c1ccc(NC(=O)Nc2ccc(OC)c(OC)c2)cc1,-1,-1.8,9,-2,3,-2.3,1,0,4,0
O=C(Cc1ccccc1)N1CCN(S(=O)(=O)c2ccc([N+](=O)[O-])cc2)CC1,0,0.3,-2,-4,-3,0.8,-3,4,-11,1
COc1ccc(CCN2C(=O)CC(Nc3ccc(N4CCOCC4)cc3)C2=O)cc1OC (stereo not drawn),-7,-0.4,2,7,2,0.7,1,2,-5,0
CCNS(=O)(=O)c1ccc(-c2ccc(-n3cnnn3)cc2)cc1,-1,-1.1,6,-4,0,3.8,-9,-3,-6,-1
CC(C)(CNC(=O)c1cccs1)CNC(=O)c1cccs1,7,-1.1,7,-13,2,0.5,-3,4,-9,0
COC1=C(Br)C(=O)c2ncccc2C1=O,1,12,-60,1,-3,3.9,-4,0,0,-5
CCOC(=O)c1ccc(NC(=O)CCc2nc(-c3ccccc3Cl)no2)cc1,5,6.0,-35,-5,-4,0.5,-4,4,-23,-2

# Carrying on:
SMILES,RTF Ca sens act,MOR-DOR ag,MOR-DOR inv ag,RTF Ca sens inh,V-ATPase pH,LANA DNA inh,CAL PDZ FP,HTR5A ag ctr,HTR5A inv ag,Keap1-Nrf2 PPI
Cc1noc(/C=C/N(C)C)c1S(=O)(=O)N1CCCC(C(=O)NC2CCCCC2C)C1 (stereo not drawn),10,0.1,-1,-1,-2,-0.2,0,-3,-32,-6
Cc1ccc(C(=O)NCC(c2cccs2)N(C)C)cc1S(=O)(=O)N1CCOCC1 (stereo not drawn),-1,7.3,-27,-12,-3,0.0,47*,2,-17,-4
CCOC(=O)C1CCCN(c2c(N3CCN(C)CC3)c(=O)c2=O)C1 (stereo not drawn),-8,-3.0,18,1,1,-1.5,-2,0,-1,-3
COc1ccccc1CNC(=O)CC1Sc2ccccc2NC1=O (stereo not drawn),4,-0.1,1,0,0,0.8,62*,-1,3,2
C=C(C)C(=O)Nc1cccc(C2=NOC3(C2)C[C@@H](C(N)=O)N(C(=O)C2(C)CC2)C3)c1 (stereo partly drawn),3,-2.0,12,-4,0,105*,-2,6,-18,-1
Cc1ccc(N(Cc2ccccc2)C(=O)c2cccc(F)c2)cc1,0,12,-85,3,0,-1.6,1,-4,11,-5
Cc1cccc(OCc2n[nH]c(=S)o2)c1,-2,-1.1,6,1,-2,0.8,x,-1,-6,1
CCN(CC)c1c([N+](=O)[O-])c(=O)sc2ccccc12,1,-1.0,7,-8,-3,-1.0,7,3,-8,-7
Cc1c(NC(=O)C(C)N2C(=O)NC3(CCC(C)CC3)C2=O)c(=O)n(-c2ccccc2)n1C (stereo not drawn),13,2.7,-13,-20,1,-2.3,-2,0,0,-4
Cc1ccc(-c2nnc(-n3nc(C)cc3C)c3ccccc23)cc1,-4,-2.3,13,1,-1,13,0,2,9,1
O=C(CSc1ccc(S(=O)(=O)N2CCCCC2)cn1)Nc1ccccc1Br,4,-2.7,11,2,4,-1.2,-2,9,-23,1
O=C(CC1SCCNC1=O)Nc1cccc(C(F)(F)F)c1 (stereo not drawn),3,-1.9,10,-8,-6,2.0,x,3,0,0
COC(=O)c1ccc(/C=C/c2ccc3cccc(OC(C)=O)c3n2)cc1,-4,-2.5,12,2,27*,3.2,-5,-5,-11,0
CCC(=O)Nc1ccc(-c2ccc(N3CCC(C)CC3)nn2)cc1,3,0.6,-3,-18,-1,0.6,0,-2,8,1
CCOc1ncccc1C(=O)OCC(=O)Nc1ccc(C)c(S(=O)(=O)N(C)C)c1,-1,-0.1,0,-3,-1,0.8,x,5,-1,-2
COc1cc(N(C(=O)Cc2cccs2)C(C(=O)NC2CCCCC2)c2cccc(OC)c2OC)ccc1-n1cnnn1 (stereo not drawn),-6,-2.1,12,2,-1,0.7,-11,-4,2,-7
CC(=O)Nc1ccc(-n2nnnc2SCC(=O)N2CCN(C(=O)c3ccco3)CC2)cc1,-3,-1.5,8,-3,-2,0.1,-3,3,-22,-1
COCCn1c(C)nnc1SCC(=O)NNC(=O)c1ccc(Cl)cc1,0,0.1,-1,-14,3,1.0,x,-2,6,0
CCOc1ccc(OCCC(=O)OCC(=O)NCCc2ccc(S(N)(=O)=O)cc2)cc1,1,-1.6,7,1,-3,-1.2,-6,9,-26,-2
COc1ccc(OC)c(-c2csc(NC(=O)Cc3ccc(F)cc3)n2)c1,-8,4.8,-40,2,-2,-0.4,-3,8,-7,0
CCCC(=NCC(=O)O)C1=C(O)C(C(=O)OC)C(C)(C)CC1=O (stereo not drawn),-7,-2.5,13,-4,4,0.9,-3,1,-2,-3
CC(=O)N(Cc1ccco1)c1nc(C(=O)Nc2ccc(Cl)cc2)c(C)s1,1,0.8,-4,-3,-3,-1.7,-6,-2,27,-2
O=C(Nc1cccc2ncccc12)c1cccc(F)c1,3,-1.2,7,-4,-1,0.9,-22,0,-14,-4
CCCCCCC(c1c(C)n(C)n(-c2ccccc2)c1=O)c1c(C)n(C)n(-c2ccccc2)c1=O,-4,-0.2,1,-15,0,-0.8,-3,1,0,-1
O=C(NC1CCCC1)C(c1ccncc1)N(Cc1ccccc1)C(=O)c1ccc(-c2ccccc2)[nH]1 (stereo not drawn),3,-0.4,2,-5,2,0.8,-1,-1,-38,-10

# Reprinted at random: 2 compounds from above, in no set order.
SMILES,RTF Ca sens act,MOR-DOR ag,MOR-DOR inv ag,RTF Ca sens inh,V-ATPase pH,LANA DNA inh,CAL PDZ FP,HTR5A ag ctr,HTR5A inv ag,Keap1-Nrf2 PPI
O=C(NC1CCCC1)C(c1ccncc1)N(Cc1ccccc1)C(=O)c1ccc(-c2ccccc2)[nH]1 (stereo not drawn),3,-0.4,2,-5,2,0.8,-1,-1,-38,-10
Cc1ccc(-c2nnc(-n3nc(C)cc3C)c3ccccc23)cc1,-4,-2.3,13,1,-1,13,0,2,9,1

# Further structures
SMILES,RTF Ca sens act,MOR-DOR ag,MOR-DOR inv ag,RTF Ca sens inh,V-ATPase pH,LANA DNA inh,CAL PDZ FP,HTR5A ag ctr,HTR5A inv ag,Keap1-Nrf2 PPI
Cc1cccc(NC(=O)CNC(=O)COc2cccnc2[N+](=O)[O-])c1C,0,-0.7,3,0,-3,0.0,-4,-2,4,-4
N=C1SCC(=O)N1c1ccc(Cl)cc1,-2,-0.1,1,-9,1,0.0,x,5,-8,2
CC(C)CC(c1nnnn1C(C)(C)C)N1CCN(C2CCCC2)CC1 (stereo not drawn),0,-3.0,13,4,0,-0.1,1,4,2,5
N#Cc1ccc(OCC(=O)NC(=O)NC2CCS(=O)(=O)C2)cc1 (stereo not drawn),-1,-2.1,8,-4,-1,1.5,x,2,16,6
C1=Cc2ccccc2Nc2ccccc21,0,-0.5,2,-6,12*,-3.0,-2,0,14,-4
CCOc1ccc(S(=O)(=O)N2CCC(C(=O)OCc3cccc(OC)c3OC)CC2)cc1,2,-1.3,5,-4,-1,-1.8,8,4,-9,-3
